NFkB binder: binders of NF-kB p50 subunit, primary screen, biochemical, small molecule microarray, anti-His fluorescence; Nuclear factor NF-kappa-B p105 subunit (Homo sapiens), P19838; anti-His fluorescence binding; calls only; 17,000 tested, 1.3% active; AID 624139, 2012;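 active = spot fluorescence over background significantly raised, with a chance value under 7% in all four replicate spots of the compound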;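 also: probe protein is his-tagged human p50 processed subunit at 1 µg/ml; raw spot fluorescence signals with no normalization applied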
Target sequence (P19838 1-433 limits assumed): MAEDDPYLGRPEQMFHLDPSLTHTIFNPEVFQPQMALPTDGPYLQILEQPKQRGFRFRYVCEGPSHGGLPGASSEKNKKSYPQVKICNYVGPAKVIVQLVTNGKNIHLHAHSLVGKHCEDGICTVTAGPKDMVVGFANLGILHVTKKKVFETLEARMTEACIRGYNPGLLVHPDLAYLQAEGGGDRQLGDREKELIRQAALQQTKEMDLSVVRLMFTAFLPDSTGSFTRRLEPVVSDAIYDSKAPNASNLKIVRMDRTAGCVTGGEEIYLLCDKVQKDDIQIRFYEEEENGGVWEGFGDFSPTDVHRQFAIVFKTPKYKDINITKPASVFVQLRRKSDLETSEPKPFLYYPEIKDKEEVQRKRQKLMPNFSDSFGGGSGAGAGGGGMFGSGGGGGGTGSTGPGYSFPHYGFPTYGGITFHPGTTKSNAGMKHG
Calls only; i = inactive; + = active, no number.

SMILES | NFkB binder
C[C@H]1CCCCO[C@H](CN(C)C(=O)Nc2ccccc2)[C@@H](C)CN([C@@H](C)CO)C(=O)c2cc(NC(=O)Nc3ccccc3)ccc2O1 | i
C[C@H]1CN([C@@H](C)CO)C(=O)c2cccc(NS(=O)(=O)c3cn(C)cn3)c2O[C@H]1CN(C)C(=O)Nc1ccc(C(F)(F)F)cc1 | i
CC(C)NC(=O)Nc1ccc2c(c1)C(=O)N([C@H](C)CO)C[C@@H](C)[C@H](CN(C)C(=O)c1ccncc1)OCCCC[C@H](C)O2 | i
Cc1noc(C)c1NC(=O)Nc1ccc2c(c1)CC(=O)N([C@H](C)CO)C[C@H](C)[C@H](CN(C)S(=O)(=O)c1cccs1)O2 | i
CNC[C@@H]1Oc2c(NC(=O)c3ccncc3)cccc2C(=O)N([C@H](C)CO)C[C@@H]1C | i
CNC[C@H]1Oc2c(NC(=O)c3cnccn3)cccc2C(=O)N([C@@H](C)CO)C[C@@H]1C | i
CC1=C(SCCO)C(=O)c2ccccc2C1=O | i
CCCC[C@@H](O)c1cc(OC)cc(=O)o1 | i
CC1C(=O)C23CC(O)C4C(C)(C(=O)OC5OC(CO)C(O)C(O)C5O)CCCC4(C)C2(O)CCC1C3 (centres undefined) | i
COc1ccc(CN(C)C[C@@H]2Oc3ccc(NC(=O)Cc4cn(C)c5ccccc45)cc3CC(=O)N([C@@H](C)CO)C[C@@H]2C)cc1 | i

Reprinted from the part before: 2 entries, then new ones.
SMILES | NFkB binder
CC1C(=O)C23CC(O)C4C(C)(C(=O)OC5OC(CO)C(O)C(O)C5O)CCCC4(C)C2(O)CCC1C3 (centres undefined) | i
COc1ccc(CN(C)C[C@@H]2Oc3ccc(NC(=O)Cc4cn(C)c5ccccc45)cc3CC(=O)N([C@@H](C)CO)C[C@@H]2C)cc1 | i
C[C@H]1CN([C@@H](C)CO)C(=O)c2cc(NC(=O)NC3CCCCC3)ccc2O[C@H]1CN(C)Cc1ccc2c(c1)OCO2 | i
COc1ccc(NC(=S)Nc2cnn(C)c2C(N)=O)c(OC)c1 | i
C[C@@H]1CN([C@H](C)CO)C(=O)c2cc(NS(=O)(=O)c3cccs3)ccc2O[C@@H]1CN(C)Cc1ccc(-c2ccccc2)cc1 | i
Cc1cccc(NC(=O)COc2ccc3c(=O)c(-c4ccccc4)coc3c2)c1C | i
CNC[C@H]1OCCCC[C@@H](C)Oc2ccc(N(C)C)cc2C(=O)N([C@H](C)CO)C[C@H]1C | i
COc1ccc(S(=O)(=O)N(C)C[C@@H]2Oc3ccc(NS(=O)(=O)c4ccc(C)cc4)cc3C(=O)N([C@H](C)CO)C[C@H]2C)cc1 | i
Cc1noc(C)c1NC(=O)Nc1cccc2c1O[C@@H](CN(C)Cc1ccc3c(c1)OCO3)[C@@H](C)CN([C@H](C)CO)C2=O | i
C[C@@H]1CCCCO[C@@H](CN(C)Cc2ccccc2)[C@@H](C)CN([C@H](C)CO)C(=O)c2cc(NS(=O)(=O)c3cccs3)ccc2O1 | i
Cc1noc(C)c1S(=O)(=O)Nc1ccc2c(c1)CC(=O)N([C@H](C)CO)C[C@H](C)[C@@H](CN(C)S(=O)(=O)c1ccccc1)O2 | i
C=C[C@]1(C)C=C2CCC3C(C)(CCC[C@@]3(C)C(=O)O)C2CC1 (some centres undefined) | i

Exported field by field: part of the list above
SMILES: Cc1cccc(NC(=O)COc2ccc3c(=O)c(-c4ccccc4)coc3c2)c1C
  NFkB binder: i

SMILES: CNC[C@H]1OCCCC[C@@H](C)Oc2ccc(N(C)C)cc2C(=O)N([C@H](C)CO)C[C@H]1C
  NFkB binder: i

SMILES: COc1ccc(S(=O)(=O)N(C)C[C@@H]2Oc3ccc(NS(=O)(=O)c4ccc(C)cc4)cc3C(=O)N([C@H](C)CO)C[C@H]2C)cc1
  NFkB binder: i

SMILES: Cc1noc(C)c1NC(=O)Nc1cccc2c1O[C@@H](CN(C)Cc1ccc3c(c1)OCO3)[C@@H](C)CN([C@H](C)CO)C2=O
  NFkB binder: i

Next part.
SMILES | NFkB binder
C[C@@H]1CN([C@H](C)CO)C(=O)c2cc(NS(=O)(=O)c3cn(C)cn3)ccc2O[C@@H](C)CCCCO[C@H]1CN(C)S(=O)(=O)c1cn(C)cn1 | i
CNC[C@@H]1Oc2ccc(NC(=O)Cn3cnnn3)cc2CC(=O)N([C@H](C)CO)C[C@H]1C | i
COc1ccc(S(=O)(=O)Nc2cccc3c2O[C@@H](CN(C)C(=O)Nc2ccc4c(c2)OCO4)[C@@H](C)CN([C@H](C)CO)C3=O)cc1 | i
COC(=O)c1ccc(Cl)c(NC(=O)CN2CCN(C)CC2)c1 | i
C[C@H](CO)N1C[C@H](C)[C@@H](CN(C)Cc2ccc3c(c2)OCO3)Oc2ccc(NC(=O)CCC(F)(F)F)cc2CC1=O | i
COC(=O)[C@]1(CCC(=O)OC(C)(C)C)N=C(c2ccc(OCCCO)cc2)O[C@@H]1c1ccccc1 | i
CC(C)NC(=O)N(C)C[C@H]1OCCCC[C@@H](C)Oc2ccc(NC(=O)CCC(F)(F)F)cc2C(=O)N([C@@H](C)CO)C[C@H]1C | i
Cc1cc(C)c(NC(=O)COc2ccccc2C(=O)Nc2ccc3c(c2)oc2ccccc23)c(C)c1 | i
C[C@H]1CN([C@@H](C)CO)C(=O)c2cc(N(C)C)ccc2O[C@@H]1CN(C)Cc1ccc2c(c1)OCO2 | i
COc1ccc(S(=O)(=O)Nc2ccc3c(c2)CC(=O)N([C@@H](C)CO)C[C@H](C)[C@H](CN(C)Cc2ccc(C(F)(F)F)cc2)O3)cc1 | i
O=C(CSc1ncccn1)Nc1ccc(Cl)cc1 | i
C[C@@H]1CN([C@H](C)CO)C(=O)c2cc(NC(=O)C3CC3)ccc2O[C@H]1CN(C)C(=O)Nc1ccc(F)cc1 | i
Cc1noc(C)c1S(=O)(=O)N(C)C[C@H]1Oc2ccc(NC(=O)Nc3cccc4ccccc34)cc2CC(=O)N([C@@H](C)CO)C[C@H]1C | i
C/C=C1\C2C=C(C)CC1(N)c1ccc(=O)[nH]c1C2 (centres undefined) | i
Nc1c(S(=O)(=O)O)cc(Nc2cccc3ccccc23)c2c1C(=O)c1ccccc1C2=O | i
Cc1noc(C)c1NC(=O)Nc1ccc2c(c1)CC(=O)N([C@@H](C)CO)C[C@@H](C)[C@@H](CN(C)S(=O)(=O)c1cn(C)cn1)O2 | i
CC(C)NC(=O)N(C)C[C@@H]1OCCCC[C@@H](C)Oc2ccc(NC(=O)c3ccncc3)cc2C(=O)N([C@H](C)CO)C[C@H]1C | +
Cc1ccc(NC(=O)CCC(=O)O)cc1F | i
C[C@H](CO)N1C[C@H](C)[C@H](CN(C)C)OCCCC[C@H](C)Oc2ccc(NS(=O)(=O)c3cccs3)cc2C1=O | i
O=c1c(OC2OCC(O)C(O)C2O)c(-c2ccc(O)c(O)c2)oc2cc(O)cc(O)c12 (centres undefined) | i
CCOC(=O)c1c(NC(=S)Nc2nc(C)cc(C)n2)sc(C)c1-c1ccccc1 | i
CC(C)NC(=O)N(C)C[C@@H]1OCCCC[C@H](C)Oc2ccc(NS(=O)(=O)c3cn(C)cn3)cc2C(=O)N([C@H](C)CO)C[C@@H]1C | i
O=C(CSc1nnnn1C1CCCCC1)Nc1ccccc1[N+](=O)[O-] | i
C/C=C/C=C/C(=O)N1CC[C@]23c4ccccc4N[C@H]4N(C)c5cccc6c5[C@]42CCN([C@H]6C2OC2(C)C)[C@H]13 (some centres undefined) | i
C[C@H](CO)N1C[C@H](C)[C@@H](CN(C)Cc2ccc(C(=O)O)cc2)Oc2c(NC(=O)C3CCOCC3)cccc2C1=O | i
CCCCCCCCCC(O)CC(O)CC(O)CC1CC=CC(=O)O1 (centres undefined) | i
COC(=O)[C@H](Cc1ccccc1)N1C(=O)O[C@H](Cc2ccccc2)[C@@H]1/C=C/C1CC1 | i
C[C@@H]1CCCCO[C@@H](CN(C)S(=O)(=O)c2cn(C)cn2)[C@@H](C)CN([C@H](C)CO)C(=O)c2cc(NS(=O)(=O)c3cn(C)cn3)ccc2O1 | i
C[C@H](CO)N1C[C@H](C)[C@H](CN(C)C(=O)Nc2ccccc2)Oc2ncc(-c3ccccc3)cc2C1=O | i
C#Cc1ccc([C@H]2C=C(C(=O)Nc3ccccc3)O[C@@H](OCCCCO)C2)cc1 | i
C[C@H]1CN([C@@H](C)CO)C(=O)c2cccc(NS(C)(=O)=O)c2O[C@@H]1CN(C)Cc1ccc(Oc2ccccc2)cc1 | i
COc1ccc(CN(C)C[C@H]2Oc3ccc(NS(=O)(=O)c4ccc(C)cc4)cc3CC(=O)N([C@@H](C)CO)C[C@H]2C)cc1 | i
C[C@H]1CN([C@@H](C)CO)C(=O)c2cccc(NC(=O)Nc3ccccc3)c2O[C@@H]1CN(C)S(=O)(=O)c1ccc(F)cc1 | i
C[C@H](CO)N1C[C@H](C)[C@H](CN(C)C(=O)Nc2ccc3c(c2)OCO3)Oc2ncc(-c3ccccc3)cc2C1=O | i
CC1CCC2(OC1)OC1CC3C4CC=C5C[C@@H](O)CC(O)[C@]5(C)C4CC[C@]3(C)C1C2C (some centres undefined) | i
CC(C)=CCc1c(O)ccc2c(=O)c(-c3ccc(O)cc3)coc12 | i
C[C@@H]1CN([C@H](C)CO)C(=O)c2cccc(NS(C)(=O)=O)c2O[C@@H]1CN(C)Cc1ccc2c(c1)OCO2 | i
O=c1oc(-c2ccc(C(F)(F)F)cc2)nn1Cc1cc(Cl)ccc1O | i
CN(C)CCCNc1c([N+](=O)[O-])c(=O)n(C)c2ccccc12 | i
C[C@H]1CN([C@@H](C)CO)C(=O)Cc2cc(NC(=O)Nc3ccc(F)cc3)ccc2O[C@@H]1CN(C)C(=O)NC1CCCCC1 | i
COc1ccccc1CN(C)C[C@@H]1OCc2cnnn2CCCC(=O)N([C@H](C)CO)C[C@H]1C | i
C[C@H]1CN([C@@H](C)CO)C(=O)Cc2cc(NC(=O)c3ccncc3)ccc2O[C@@H]1CN(C)S(=O)(=O)c1ccccc1 | i
COc1ccccc1C1(CC(=O)O)CCOC(C(C)C)C1 (centres undefined) | i
C[C@@H]1CN([C@@H](C)CO)C(=O)c2cccc(NS(=O)(=O)c3cccs3)c2O[C@@H]1CN(C)Cc1ccc(C(F)(F)F)cc1 | i
C[C@H]1CN([C@@H](C)CO)C(=O)Cc2cc(N(C)C)ccc2O[C@@H]1CN(C)S(=O)(=O)c1ccccc1 | i
Cc1cc2nc(SCc3nc4ccccc4[nH]3)[nH]c2cc1C | i
CCO[C@@H]1OC(C(=O)Nc2ccccc2)=C[C@H](c2cn(C(C)=O)c3ccccc23)[C@H]1CCCO | i
O=C(CCCCCCCCc1ccccc1)c1c(O)cc(O)cc1O | i
COc1cc(C=O)c([N+](=O)[O-])cc1OC | i
Cc1noc(C)c1NC(=O)N(C)C[C@@H]1OCCCC[C@H](C)Oc2ccc(NC(=O)Cc3ccccc3)cc2C(=O)N([C@@H](C)CO)C[C@@H]1C | i

The list goes on:
SMILES | NFkB binder
CCn1c(SCC(=O)Nc2cc(C)ccc2OC)nnc1-c1ccc(Cl)cc1 | i
Cc1cc(Br)cc(C)c1OCC(=O)Nc1sc(C)c(C)c1C(N)=O | i
CCOC(=O)C1CCCCN1Cc1cc(OC)ccc1OC (centres undefined) | +
C[C@@H]1CCCCO[C@@H](CN(C)Cc2ccncc2)[C@H](C)CN([C@H](C)CO)C(=O)c2cc(NC(=O)Nc3ccccc3)ccc2O1 | i
COc1cc2c(cc1OC)CN(C(=O)[C@H]1[C@@H]3C(=O)O[C@@H](c4ccccc4)[C@@H](c4ccccc4)N3[C@@H](c3ccc(OCCO)cc3)[C@]13C(=O)Nc1ccc(C#CC4(O)CCCCCC4)cc13)CC2 | i
O=C(CSc1nc(N2CCCCC2)nc(N2CCCCC2)n1)c1ccccc1 | i
CC(C)CC(NC(=O)OCC1c2ccccc2-c2ccccc21)C(=O)O (centres undefined) | i
C[C@@H]1CN([C@@H](C)CO)C(=O)CCCn2nncc2CO[C@@H]1CN(C)Cc1ccc(Oc2ccccc2)cc1 | i
CC12CC34CC(O)C5C(CO)(CO)CC(=O)CC5(C)C3CC1C2C4 (centres undefined) | i
Cc1nn(CCCC(=O)O)c(C)c1[N+](=O)[O-] | i
COc1ccc(NC(=O)Nc2cccc3c2O[C@H](CN(C)C)[C@H](C)CN([C@H](C)CO)C3=O)cc1 | i
C[C@@H]1CN([C@H](C)CO)C(=O)c2cc(NC(=O)Nc3ccc(F)cc3)ccc2O[C@@H](C)CCCCO[C@@H]1CN(C)C(=O)Cc1ccccc1 | i
C[C@H]1CN([C@@H](C)CO)C(=O)Cc2cc(NC(=O)Nc3ccccc3)ccc2O[C@@H]1CN(C)Cc1ccncc1 | i
CS(=O)(=O)N(CC(=O)O)c1ccc(C23CC4CC(CC(C4)C2)C3)cc1 | i
COC(=O)COc1cccc(NC(=O)c2ccccc2)c1 | i
NCCCCCCNC(=O)[C@@H]1C[C@@H]2C(=O)NCC(=O)N2[C@@H]1c1ccc(O)cc1 | i
Cc1noc(C)c1NC(=O)N(C)C[C@@H]1Oc2c(NC(=O)Nc3ccc(C(F)(F)F)cc3)cccc2C(=O)N([C@@H](C)CO)C[C@@H]1C | i
CC(=O)O[C@H]1C[C@@]2(C)[C@@H](C[C@@H](O)[C@H]3[C@@]4(C)CC[C@@H](O)[C@@H](C)C4CC[C@@]32C)/C1=C(\CCC=C(C)C)C(=O)O (some centres undefined) | i
CC1(C)Cc2c(sc3c2c2ncnn2c2nnc(SCC(=O)c4ccc(Br)cc4)n32)CO1 | i
C[C@H](CO)N1C[C@H](C)[C@H](CN(C)S(=O)(=O)c2cccs2)Oc2c(NC(=O)Nc3ccc(C(F)(F)F)cc3)cccc2C1=O | i

Assay outcomes: PubChem BioAssay, Broad Institute

A portion of the library. The share of hits here may be higher or lower than overall.
